Screens from PubChem BioAssay.
USP2a block: USP2a (human) protease inhibition. O75604. USP2 core, Ub-CHOP2 coupled fluorogenic reporter, 485/531. Potency, µM (doses to about 38.3 µM), inactives show top-dose activity change, negative = inhibition, most hits filed as inhibitors. actives 0.01% (n = 330,000);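 note: potency is the fitted concentration of half-maximal effect; plate controls were DMSO wells for no effect and full inhibition by NEM control for full effect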
Target sequence (O75604 whole entry, looked up): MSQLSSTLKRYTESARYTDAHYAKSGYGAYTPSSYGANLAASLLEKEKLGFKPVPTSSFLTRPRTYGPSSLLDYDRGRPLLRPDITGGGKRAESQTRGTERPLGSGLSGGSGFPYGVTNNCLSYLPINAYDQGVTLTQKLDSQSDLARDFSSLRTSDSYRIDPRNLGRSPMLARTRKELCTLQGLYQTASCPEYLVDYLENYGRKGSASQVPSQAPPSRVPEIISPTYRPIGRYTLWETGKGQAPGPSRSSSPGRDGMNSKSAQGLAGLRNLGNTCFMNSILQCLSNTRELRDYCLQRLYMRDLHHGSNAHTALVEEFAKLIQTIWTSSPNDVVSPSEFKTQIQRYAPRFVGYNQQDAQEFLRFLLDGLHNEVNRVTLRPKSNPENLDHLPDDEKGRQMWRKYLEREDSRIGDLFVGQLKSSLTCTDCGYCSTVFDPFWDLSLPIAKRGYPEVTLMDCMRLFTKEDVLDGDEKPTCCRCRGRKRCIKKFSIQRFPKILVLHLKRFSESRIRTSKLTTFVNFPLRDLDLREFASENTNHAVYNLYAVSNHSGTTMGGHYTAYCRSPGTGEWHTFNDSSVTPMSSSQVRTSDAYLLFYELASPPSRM
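Deubiquitinase activity read as fluorescence (485/531 nm) after Ub-CHOP2 cleavage activates the enterokinase reporter on its substrate; USP2 core 10nM, Ub-CHOP2 and substrate 25nM each, 30min compound preincubation then 60min RT; data normalized to NEM, curves fitted.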
TSG101-PTAP inh: blocks PTAP/TSG101 interaction to inhibit HIV-1 budding. Fluorescence polarization, FITC-PTAP peptide / Tsg101 binding. Potency, µM (doses to about 115 µM), for the others: at the top dose activity change, negative = inhibition, most hits filed as inhibitors. 340,000 tested, under 10 active. Q99816. AID 493005; active = well fitted inhibition curve with a large enough effect in the main read-out, with a control signal flat, not every such curve was filed as active; inconclusive = small, poorly fitted or top-dose-only effect, or effect the other way, or a change in a side signal; inactive = no such curve, though single readings can be large or run the other way; note: potency is the fitted concentration of half-maximal effect; % of control where 0% means no effect
Target sequence (Q99816 whole entry, looked up): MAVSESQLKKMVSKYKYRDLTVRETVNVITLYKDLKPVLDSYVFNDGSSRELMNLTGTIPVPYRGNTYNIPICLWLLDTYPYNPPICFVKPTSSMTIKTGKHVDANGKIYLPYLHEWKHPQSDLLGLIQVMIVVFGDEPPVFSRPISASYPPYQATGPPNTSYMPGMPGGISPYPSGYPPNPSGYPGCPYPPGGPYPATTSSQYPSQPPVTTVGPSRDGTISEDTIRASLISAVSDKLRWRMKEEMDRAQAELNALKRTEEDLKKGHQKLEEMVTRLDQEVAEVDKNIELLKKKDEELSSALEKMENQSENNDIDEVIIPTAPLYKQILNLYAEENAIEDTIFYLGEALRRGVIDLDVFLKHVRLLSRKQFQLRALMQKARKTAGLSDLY
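FP read-out: FITC-PTAP peptide, 50 nM final, binding Tsg101 binding domain, 10 uM final; 20 min, r.t.; 10 mM HEPES pH 7.5, 0.15 M NaCl, 0.01% Tween 20, 3 mM EDTA, 0.1 mM TCEP.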
uPA surface inh: inhibitors of cell surface uPA generation. cell surface uPA generation assay, qHTS. Potency, µM (titrated, usually from 38.3 µM), inactives show at the top dose activity change, negative = inhibition, most hits filed as inhibitors. actives 0.31% (n = 330,000). AID 540303; active = well fitted inhibition curve with a large enough effect; inconclusive = small, poorly fitted or top-dose-only effect; inactive = no such curve, though single readings can be large or run the other way; tested in mouse RAW 264.7 cells; note: potency is the fitted concentration of half-maximal effect; % is set by controls: 0 for no effect and ±100 for the full control effect; nearly all actives have a fitted effect of over 55% in size
TCR activator: activators of T cell receptors | primary human leukocytes, anti-CD3, IL-2 HTRF, 48 h | Potency, µM (doses to about 9.22 µM), without a hit: top-dose activation of IL-2 secretion, actives largely listed as activators | 330,000 tested, under 10 active; note: % of control where 0% means no effect
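48 hr co-incubation of compounds, a-CD3 beads and primary human leukocytes; IL-2 quantified homogeneously by HTRF with anti-IL-2 K and d2 conjugates.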
TSHR antagonist: blocks TSH signaling through the human TSH receptor; P16473; TSHR-expressing cells, TSH-stimulated cAMP HTRF, 2 h; stronger effect = lower value; activity change, negative = inhibition, % at 11.5 µM; actives 0.2% (n = 330,000);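 active = activity change below a set negative limit, meaning inhibition stronger than a set level, cut at about -70% in these data; inconclusive = activity change between two set negative limits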; note: % is set by controls: 0 for no effect and ±100 for the full control effect
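Read-out is FRET at 665 nm (cryptate excitation 337 nm) from a cryptate-tagged anti-cAMP antibody, competed by cell cAMP against cAMP-d2. Compounds are tested on freshly harvested TSHR cells challenged with 4nM TSH (EC80) for 2 hours at 37 deg C.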
Tb PFK block: inhibitors of T. brucei phosphofructokinase. O15648. T. brucei PFK, ADP-Glo luminescence. Potency, µM (titrated, usually from 57.5 µM), inactives show at the top dose activity, negative = inhibition, usual class: inhibitors. actives 0.17% (n = 330,000);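 note: potency is the fitted concentration of half-maximal effect; 0% = uninhibited 1x PFK enzyme wells and -100% = no-enzyme wells; nearly all actives have a fitted effect of over 60% in size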
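1.25 nM PFK with 0.5 mM F6P and 0.1 mM ATP in 0.1 M TEA pH 8.0, 5 mM MgCl2, incubated 45 min at room temperature; ADP measured by ADP-Glo luminescence; compounds titrated up to 57 uM.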
Mito fusion act: blocks mitochondrial division or promotes mitochondrial fusion; S. cerevisiae fusion-defective mutant growth rescue, CellTiterGlo 48 h; Potency, µM (series often up to 46.1 µM), for the others: top-dose growth rescue (activation), usual class: activators; actives 0.23% (n = 320,000); AID 485298;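 note: potency is the fitted concentration of half-maximal effect; % of control where 0% means no effect; nearly all actives have a fitted effect of over 45% in size; temperature-sensitive fusion mutants such as fzo1-1 at 37 °C on non-fermentable ethanol glycerol medium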
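Yeast fusion mutant, YPEG (non-fermentable carbon), compound, 48 h at 37C non-permissive; CellTiterGlo added, 10 min RT, luminescence read. Rescued growth = division inhibition.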
ELG1 repair inh: inhibitors of ELG1-dependent DNA repair in HEK293T cells; HEK293T ELG1-luciferase reporter, luminescence, 16 h; DNA damage induced by 5-fluorouridine; Potency, µM (top dose mostly 46.1 µM), inactives show top-dose activity change, negative = inhibition, usual class: inhibitors; actives 2.3% (n = 330,000); AID 504467; note: potency is the fitted concentration of half-maximal effect; % is set by controls: 0 for no effect and ±100 for the full control effect; nearly all actives have a fitted effect of over 55% in size
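In this reporter screen, reduction of luminescence relative to DMSO vehicle indicated activity. Compounds and 5-fluorouridine were added together to 2,000 cells per well, incubated for 16 hr at 37 °C, then developed with ONE-Glo.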
Eya2 phos inh: inhibitors of human Eya2 phosphatase activity; recombinant Eya2, OMFP fluorescence dephosphorylation (OMFP is methylfluorescein phosphate); Potency, µM (top dose mostly 76.9 µM), for the others: at the top dose activity, negative = inhibition, actives largely listed as inhibitors; actives 0.006% (n = 330,000); AID 488837; note: potency is the fitted concentration of half-maximal effect; % is set by controls: 0 for no effect and ±100 for the full control effect
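Eya2 (0.2 uM) preincubated 10 min at ambient with compound, then OMFP substrate added at 50 uM; 10 min reaction in 50 mM HEPES pH 7.5, 50 mM NaCl, 5 uM MgCl2, 0.05% BSA, 1 mM DTT. Fluorescence read at Ex 485/Em 525 nm.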
BCR signal inh: inhibitors of chronic active B-cell receptor signaling | ABC-DLBCL IkBa-CBG/CBR reporter, luminescence ratio, 4 h | Potency, µM (titrated, usually from 46.1 µM), without a hit: at the top dose ratio change, negative = lower green/red ratio, actives largely listed as inhibitors | actives 0.05% (n = 340,000); active = well fitted inhibition curve with a large enough effect in the signal ratio, with a control signal flat, not every such curve was filed as active; inconclusive = small, poorly fitted or top-dose-only effect, or effect the other way, or a change in a side signal; the % refers to the signal ratio;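 note: potency is the fitted concentration of half-maximal effect; plate controls were basal doxycycline-induced cells for no effect and cells given 10 µM MG132 for full effect; MG132 reads +100%, hits lower the ratio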
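TMD8 ABC-DLBCL cells carrying doxycycline-inducible green luciferase fused to IkappaBalpha plus unfused red luciferase were exposed to compounds (up to 46 uM) for 4 hrs at 37C. Activity came from the overlap-corrected green/red luminescence ratio.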
B2AR arrestin: agonists driving beta-arrestin recruitment to human beta2-adrenergic receptor; Potency, µM (titrated, usually from 46.1 µM), without a hit: at the highest dose activation, hits mostly activators; AID 492947; beta-arrestin recruitment to beta2AR, cell-based reporter; P07550; actives 0.02% (n = 330,000);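 note: potency is the fitted concentration of half-maximal effect; 0% = DMSO controls and full agonism = EC100 isoproterenol or metaproterenol; nearly all actives have a fitted effect of over 65% in size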
Starred values were filed as active, the others as inactive; u = inconclusive; x = no result given; [ ] = another dose, or the depositor's remark. Unless noted, calls come from the whole dose curve; as a rule, active = well fitted curve in the direction sought with a large enough effect; inconclusive = small, poorly fitted or top-dose-only effect, or another doubt; inactive = no such curve, though single readings can be large; an effect the other way counts as inactive or inconclusive.

Molecule	USP2a block	TSG101-PTAP inh	uPA surface inh	TCR activator	TSHR antagonist	Tb PFK block	Mito fusion act	ELG1 repair inh	Eya2 phos inh	BCR signal inh	B2AR arrestin
COc1ccc(NC(=O)C2C(=O)NC3(C)CC2c2ccccc2O3)cc1 (configuration not stated)	2%	-4%	-7%	2%	8	-2%	9%	6%	11%	0%	0.2%
Cc1cccc(OCCOCCN2CCOCC2)c1C	2%	-6%	8%	1%	2	-5%	-1%	4%	9%	u	0.1%
COC(=O)c1ccn(Cc2ccccc2Cl)n1	-1%	-6%	5%	4%	0	0%	-3%	u	2%	u	-0.1%
CC[C@H](C)[C@H](NC(N)=O)C(=O)Nc1ccc2c(c1)OCO2	5%	-1%	3%	2%	-7	9%	7%	10%	-8%	-1%	0.0%
Cc1ccc(C2(C)NC(=O)N(CC(=O)NCc3ccccc3Cl)C2=O)cc1 (configuration not stated)	5%	-8%	1%	7%	4	-1%	0%	0%	6%	2%	-0.9%
CC(=O)NCCc1c[nH]c2ccc(OCC(O)CNC(C)(C)C)cc12 (configuration not stated)	2%	-4%	2%	-2%	-2	-5%	0%	1%	0%	-1%	-0.7%
Cc1cc(C)cc(N(C(C)C(=O)NCc2ccc3c(c2)OCO3)S(C)(=O)=O)c1 (configuration not stated)	-1%	-2%	4%	-4%	-1	2%	9%	5%	-3%	-1%	0.0%
Cc1cccc(-n2c(SCC(=O)N3CC(=O)Nc4ccccc43)nc3ccccc3c2=O)c1	-13%	4%	0%	x	1	1%	-2%	u	1%	-4%	-0.2%
S=C(Nc1cc(Cl)cc(Cl)c1)N1CCCC1	0%	-4%	-2%	0%	-6	-1%	-8%	-4%	-11%	-2%	-1.0%
CC(NC(=O)CSc1n[nH]c(=O)[nH]c1=O)C1CC2CCC1C2 (configuration not stated)	0%	-4%	-6%	-1%	-12	0%	-1%	-7%	13%	5%	0.1%
CCN(Cc1nc2cc(OC)c(OC)cc2c(=O)[nH]1)C(=O)c1ccc(S(=O)(=O)N(C)C)cc1	0%	3%	-2%	-5%	4	17%	-9%	u	0%	-9%	0.0%
Cc1ccc(NC(=O)c2c(F)cccc2Cl)cc1S(=O)(=O)N1CCOCC1	0%	-4%	9%	2%	-9	-5%	1%	-1%	-18%	-2%	0.8%

Structural class, the entries above containing an aryl methoxy group.
Molecule	USP2a block	TSG101-PTAP inh	uPA surface inh	TCR activator	TSHR antagonist	Tb PFK block	Mito fusion act	ELG1 repair inh	Eya2 phos inh	BCR signal inh	B2AR arrestin
COc1ccc(NC(=O)C2C(=O)NC3(C)CC2c2ccccc2O3)cc1 (configuration not stated)	2%	-4%	-7%	2%	8	-2%	9%	6%	11%	0%	0.2%
CCN(Cc1nc2cc(OC)c(OC)cc2c(=O)[nH]1)C(=O)c1ccc(S(=O)(=O)N(C)C)cc1	0%	3%	-2%	-5%	4	17%	-9%	u	0%	-9%	0.0%

(more compounds)
Molecule	USP2a block	TSG101-PTAP inh	uPA surface inh	TCR activator	TSHR antagonist	Tb PFK block	Mito fusion act	ELG1 repair inh	Eya2 phos inh	BCR signal inh	B2AR arrestin
CCOc1cc(/C=C2/NC(=S)NC2=O)ccc1OCc1ccc([N+](=O)[O-])cc1	1%	4%	0%	5%	-10	-2%	-2%	u	-18%	6%	-0.4%
COc1ccc2cc(C=NS(=O)(=O)c3ccc(C)cc3)n(C)c2c1	3%	-4%	4%	-4%	40	-2%	7%	2%	-26%	-9%	-0.9%
N#Cc1c(NC(=O)C(=O)NCCCN2CCOCC2)sc2c1CCC2	0%	0%	-2%	4%	17	-2%	3%	13%	-1%	u	3.0%
Cc1ccccc1-n1c(O)c(C=NC2CCS(=O)(=O)C2)c2ccccc2c1=O (configuration not stated)	-1%	-3%	14%	-3%	1	6%	-1%	9%	-15%	0%	0.1%
O=C(Nc1ccc2oc(-c3ccncc3)nc2c1)c1ccc2c(c1)OCO2	-1%	0%	-6%	12%	-6	-3%	-7%	-2%	-3%	0%	0.1%
CCc1ccccc1NC(=O)Cn1nnc(C(=O)NCc2cccc(OC)c2)c1N	-1%	-3%	4µM*	2%	4	-1%	2%	-29%	1%	-8%	-0.5%
C[C@@H]1CCCCCCCCCCC1=O	2%	1%	-7%	0%	10	1%	7%	18%	5%	u	-0.6%
CC(C)c1ccc(C(=O)COC(=O)C(O)c2ccccc2)cc1 (configuration not stated)	1%	0%	-2%	3%	5	-2%	x	-1%	-21%	1%	0.0%
COc1ccccc1-n1cnc2cc(NC(C)=O)ccc21	3%	1%	2%	0%	2	0%	-4%	28%	2%	u	-0.3%
COc1ccc(CCNc2nc(-c3ccncc3)cs2)cc1OC	-3%	-9%	2%	-4%	13	-12%	-2%	u	-24%	-11%	-0.6%
CCOC(=O)N1CCN(c2nc(-c3ccc(Cl)cc3)cs2)CC1	3%	-5%	6%	-3%	-21	-16%	0%	u	2%	1%	-0.2%
COc1ccc(OCC(=O)Nc2ccc3oc(=O)ccc3c2)cc1	3%	-10%	-2%	-10%	3	0%	-4%	-5%	6%	u	-0.6%

Some values from above:
In TSG101-PTAP inh, C[C@@H]1CCCCCCCCCCC1=O shows 1%
In TSHR antagonist, CCOC(=O)N1CCN(c2nc(-c3ccc(Cl)cc3)cs2)CC1 shows -21
In ELG1 repair inh, COc1ccc(OCC(=O)Nc2ccc3oc(=O)ccc3c2)cc1 shows -5%

Carrying on.
Molecule	USP2a block	TSG101-PTAP inh	uPA surface inh	TCR activator	TSHR antagonist	Tb PFK block	Mito fusion act	ELG1 repair inh	Eya2 phos inh	BCR signal inh	B2AR arrestin
Cc1ccc(NC(=O)CCN2CCC(C(N)=O)CC2)cc1	1%	0%	8%	-4%	-1	2%	2%	0%	-15%	4%	-0.4%
CCOC(=O)C1(C)Oc2cccnc2NC1=O (configuration not stated)	-2%	1%	7%	1%	-4	-1%	-1%	7%	-7%	-2%	-0.1%
CN(Cc1ccccc1Cl)C(=O)C1CCC(=O)N(C2CCCCCC2)C1 (configuration not stated)	-1%	1%	-8%	10%	33	2%	4%	-11%	-22%	3%	0.9%
O=C(NCc1ccco1)c1cc2sccc2n1Cc1ccccc1	0%	x	-9%	0%[46.1 µM]	-4	-3%	u	-3%	-9%	u	6.6%
CN(C)C(=O)c1cnc(Sc2ncc(C(F)(F)F)cc2Cl)n1C	1%	-4%	-6%	0%	7	5%	x	-18%	25%	u	0.5%
O=C(NN1CCOCC1)c1sc2cccc(F)c2c1Cl	0%	-6%	2%	-4%	-1	8%	-5%	8%	-5%	3%	-0.1%
CC(=O)c1ccc(-c2ccc(C(=O)NCC(c3ccc(F)cc3)N3CCOCC3)o2)cc1 (configuration not stated)	2%	-1%	4%	x	-12	-21%	1%	-15%	-30%	-16%	0.4%
COc1ccc2cc(-c3ccn[nH]3)ccc2c1	-5%	-5%	-11%	-6%	-15	8%	14%	u	-12%	u	0.1%
Cc1cc(C)nc(SCC(=O)Nn2cnnc2)n1	3%	-1%	-1%	0%	9	1%	0%	5%	15%	3%	-1.1%
CCN(Cc1ccccc1)C(=O)Cn1c(=O)n(CC(=O)NCc2ccco2)c(=O)c2sccc21	1%	-1%	-2%	-3%	2	-8%	-3%	-10%	13%	1%	-0.3%
CCOc1ccc(-n2c(=O)cc(N3CCN(c4ccc(F)cc4)CC3)[nH]c2=O)cc1	-1%	x	16%	x	-7	-4%	1%	-21%	3%	-4%	0.0%
COc1ccc(Cl)cc1NC(=O)CN1CCC(n2nnc3ccccc32)CC1	3%	-5%	1%	2%[46.1 µM]	-7	-1%	13%	7.3µM*	2%	u	-0.8%
CCN1C(=O)/C(=C/c2ccc(C)o2)N(C)C1=S	1%	-3%	-6%	-3%[46.1 µM]	11	-10%	-5%	u	2%	u	-0.1%
